Screening results as filed in PubChem BioAssay.
FXIIa inh – human FXIIa protease inhibitors, primary screen, biochemical, single well. purified human FXIIa, AMC substrate fluorescence, 2 h. inhibition, % at 10 µM. 0.2% of 33,000 active; in the data active = inhibition above about 30%;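 also: 0% = enzyme with vehicle only and 100% = no enzyme blank; many of its hits are not listed in these tables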
Target sequence (P00748 20-372 limits assumed): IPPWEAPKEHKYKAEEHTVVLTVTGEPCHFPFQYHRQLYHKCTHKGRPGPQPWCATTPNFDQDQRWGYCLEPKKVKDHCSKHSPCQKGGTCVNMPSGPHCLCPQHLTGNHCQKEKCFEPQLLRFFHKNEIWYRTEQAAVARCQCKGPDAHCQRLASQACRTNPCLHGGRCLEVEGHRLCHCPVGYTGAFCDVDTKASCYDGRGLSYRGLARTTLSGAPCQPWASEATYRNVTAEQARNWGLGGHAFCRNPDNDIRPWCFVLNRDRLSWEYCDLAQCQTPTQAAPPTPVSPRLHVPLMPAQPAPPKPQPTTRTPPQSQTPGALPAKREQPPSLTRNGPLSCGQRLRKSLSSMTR
Target sequence (P00748 373-615 limits assumed): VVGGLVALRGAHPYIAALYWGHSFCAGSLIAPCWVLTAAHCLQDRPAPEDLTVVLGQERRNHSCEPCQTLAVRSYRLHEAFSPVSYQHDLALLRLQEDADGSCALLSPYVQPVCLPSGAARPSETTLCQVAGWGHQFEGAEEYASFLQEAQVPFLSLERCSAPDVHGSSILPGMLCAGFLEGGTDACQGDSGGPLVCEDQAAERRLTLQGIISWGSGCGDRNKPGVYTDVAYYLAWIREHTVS
FXIa inh – human FXIa protease inhibitors, primary screen, biochemical, single compound per well; 0.3% of 33,000 active; AID 687, 2007; purified human FXIa, fluorogenic AMC substrate cleavage; inhibition, % at 10 µM; Coagulation factor XI (Homo sapiens), P03951;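 active = inhibition above 40% in the primary screen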;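 also: 0% = enzyme without compound and 100% = blank wells lacking enzyme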
The depositor's hits bear a star.

SMILES	FXIIa inh	FXIa inh
COc1ccc(CNC(=O)C(c2cccs2)N(Cc2ccco2)C(=O)Cc2cccs2)cc1 (stereo unspecified)	3	-5
Cc1cc(C)n(CC(O)Cn2c(C)c(C)c3ccccc32)n1 (stereo unspecified)	10	0
Cc1ccc2c(C)ccc(O)c2n1	-9	18
CCc1ccccc1NC(=O)/C(=C/c1ccco1)c1ccccc1	15	2
COc1cc(C(C[N+](=O)[O-])c2c(-c3ccccc3)cc3ccccn23)cc(OC)c1OC (stereo unspecified)	1	-6
Cc1ccc2cc(CN(CCCO)S(=O)(=O)c3cccc4nsnc34)c(=O)[nH]c2c1C	4	-1
COc1ccc(-c2ccc(C#N)c(SCC(=O)Nc3sc4c(c3C#N)CCC4)n2)cc1	-14	29
COC(=O)/C(=C(/F)SCC(C)=O)C(F)(F)F	0	-6
Cc1ccc(-c2nnn(CC(=O)NC3CCN(Cc4ccccc4)CC3)n2)cc1	4	3
CCOC(=O)C1C(c2cccs2)NC(=O)N(C)C1(O)C(F)(F)F (stereo unspecified)	5	-1
CCC1SC2=NC(C)=C(C(=O)OCCOC)C(/C=C/c3ccccc3OC)N2C1=O (stereo unspecified)	8	-2
C=CCSc1nncn1/N=C/c1ccc(OC)cc1	6	-6
Nc1ccc(CC2SC(=O)NC2=O)cc1 (stereo unspecified)	17	-4
Cc1occc1-c1nnc(SCC(=O)Nc2ccccc2)n1C(C)c1ccccc1 (stereo unspecified)	4	4
COc1ccc(Cc2nnc(NC(=O)C3CCCO3)s2)cc1 (stereo unspecified)	18	-2

Five structures from above, sorted by length of the SMILES, rising.
SMILES	FXIIa inh	FXIa inh
Cc1ccc2c(C)ccc(O)c2n1	-9	18
CCOC(=O)C1C(c2cccs2)NC(=O)N(C)C1(O)C(F)(F)F (stereo unspecified)	5	-1
Cc1occc1-c1nnc(SCC(=O)Nc2ccccc2)n1C(C)c1ccccc1 (stereo unspecified)	4	4
Cc1ccc(-c2nnn(CC(=O)NC3CCN(Cc4ccccc4)CC3)n2)cc1	4	3
COc1cc(C(C[N+](=O)[O-])c2c(-c3ccccc3)cc3ccccn23)cc(OC)c1OC (stereo unspecified)	1	-6

Following part
SMILES	FXIIa inh	FXIa inh
Cc1ccc(S(=O)(=O)N(CC(=O)O)Cc2ccccc2F)cc1	-17	3
CCOC(=O)N1CCN(C(=O)CN(Cc2ccccc2)S(=O)(=O)c2ccc(OC)c(Cl)c2)CC1	-13	17
N#Cc1c(SCc2cccc(Cl)c2)sc(C(=O)c2ccccc2)c1N	5	-2
CC(C)Oc1ccc(/C=N/NC(=O)C(CSCc2ccccc2)NC(=O)c2ccc([N+](=O)[O-])cc2)cc1 (stereo unspecified)	-9	2
Cc1c(O)ccc(/C(Cc2ccc3ccccc3n2)=N\O)c1O	-17	14
CN(CCCNC(=O)C1CCC(=O)N1Cc1ccccc1Cl)c1ccccc1 (stereo unspecified)	8	0
CCCCNc1nc(CC)c2c(c1C#N)CCCC2	0	3
CCOCCN1CCN(c2c(C)c(C)nc3cc(-c4cc(OC)cc(OC)c4)nn23)CC1	2	5
COc1ccccc1-c1cc(C(F)(F)F)nc(N2CCCCC2)n1	3	-1
O=c1cc(NCc2ccccc2)c2ccccc2o1	6	-2
O=C(Cn1cnc2c(oc3ccccc32)c1=O)N1CCN(c2ccccc2)CC1	-13	1
Cc1ccc2cccc(S(=O)(=O)N3CCN(c4cccc(Cl)c4)CC3)c2n1	3	-4
Cc1nc2ncnn2c(C)c1CCC(=O)O	6	1
CCn1c(SCC(=O)NC2CCCCC2C)nnc1-c1ccc(OC)cc1 (stereo unspecified)	3	0
Cc1nnc(SCC(=O)c2c(N)n(C)c(=O)n(C)c2=O)[nH]c1=O	7	5
CS(=O)(=O)N1CCc2cc(C(=O)N3CCCCC3)ccc21	3	-3
CCOC(=O)N1CCN(C(=O)CSCC(=O)Nc2nc(-c3ccc(C)cc3)cs2)CC1	6	10
CCC(=O)Nc1cccc(-c2cn3ccsc3n2)c1	25	-6
Nc1ccc(S(=O)(=O)c2ccc(N)cc2)cc1	2	1
COc1ccc(-c2nc(-c3ccccc3)c(-c3cccs3)[nH]2)cc1OC	-7	4
O=C(O)c1cccc(Nc2ncnc3c2cnn3-c2ccccc2)c1	5	-9
O=C1CC(c2ccccc2)CC2=C1C(c1ccccn1)Nc1ccccc1N2 (stereo unspecified)	7	0
CCN(CC)CCNC(=O)Cn1c(C)cc2ccccc2c1=O	7	9
CCc1ccc(NC(=O)c2cnn3ccccc23)cc1	3	2
COc1ccc2c(c1)cc1n2CCN=C1NCCO	5	-9
CCOc1ccc(/C=N/NC(=S)Nc2c(C)cccc2C)cc1	2	-3
O=C(CSc1nnnn1-c1ccc(O)cc1)Nc1cccc(S(=O)(=O)N2CCCC2)c1	6	9
CC(C)(C)n1nc2c(c1NC(=O)CCCc1ccccc1)CS(=O)C2 (stereo unspecified)	2	-1
Cc1ccc2cccc(NC(=S)NC(=O)c3ccnn3C)c2n1	14	1
CCN(CC)C(=O)C1=C(C)NC(=O)NC1c1c(F)cccc1Cl (stereo unspecified)	7	-5
COC(=O)c1ccc(CSc2nc3c(cnn3-c3ccc(C)cc3)c(=O)[nH]2)o1	9	1
CC1CCN(C2CCN(S(=O)(=O)c3ccc(F)cc3)CC2)CC1	-7	-11
O=C(NCCCn1ccnc1)C(Cc1ccc([N+](=O)[O-])cc1)N1C(=O)c2ccccc2C1=O (stereo unspecified)	6	1
CCN(CC)c1ccc(N2C(=O)/C(=C\c3cccs3)SC2=S)cc1	-5	20
Cc1ccc(-c2noc(CCCN3C(=O)c4ccccc4C3=O)n2)cc1	7	6
COc1ccc(OC)c2sc(NC(=O)c3ccc(S(=O)(=O)N(C)C)cc3)nc12	6	6
COc1ccccc1-n1cnnc1SCC(=O)Nc1nc(C)c(Cl)cc1Cl	5	43*
C=CCNC(=O)Nc1ccc(OCC)cc1	-14	-3
CCSc1cc(C2C(C#N)=C(N)OC(C)=C2C(=O)OC)c(C)o1 (stereo unspecified)	4	-1
O=C(NC1CCCCC1)C1CCN(c2nnnn2-c2ccccc2)CC1	3	-3
COc1ccc(N2CCN(Cc3nc(-c4ccc(Cl)cc4Cl)no3)CC2)cc1	2	-3
C#CCn1c(=NC(=O)c2ccc(Cl)s2)sc2cccc(OC)c21	2	5
COc1cc(OC)c(C(=O)Nc2ccc(S(=O)(=O)Nc3ncccn3)cc2)cc1OC	-13	-1
COc1cc(S(=O)(=O)N2CCCCC2)ccc1NC=O	4	9
COC(=O)c1ccccc1S(=O)(=O)N(CCCO)Cc1cc2c(C)ccc(C)c2[nH]c1=O	4	7
O=C(CC12CC3CC(CC(C3)C1)C2)NCO	-15	1
Cc1nnc(NC(=O)c2ccc3c(c2)C(=O)N(CC2CCCO2)C3=O)s1 (stereo unspecified)	6	-5
O=C1CC(c2ccc(F)cc2)Cc2nc(NCC3CCCO3)ncc21 (stereo unspecified)	2	-1
CC1(C(=O)O)Cc2ccccc2C(=O)O1 (stereo unspecified)	1	8
O=C(Nc1cccc(Cl)c1Cl)c1ccncc1	4	5
CCCCCCCCC/C(=N\O)c1ccccn1	5	-3
Cc1ccc2c(c1)N=C(c1ccc(F)cc1)CO2	4	7
COc1ccc(S(=O)(=O)N2CCC(N3CCN(c4ccccc4)CC3)CC2)cc1	-12	34
CC(Sc1ccc2ccccc2n1)C(=O)O (stereo unspecified)	-3	-10
O=C(CN1C(=O)c2ccccc2C1=O)Nc1nnc(C2CCCO2)s1 (stereo unspecified)	6	12
CCOc1ccc(NC(=O)N(CC(C)C)CC(C)C)cc1	4	11
O=C(c1ccc(Cl)cc1)c1cn[nH]c1-c1ccccc1O	-7	-4
O=c1c(Cc2ccccc2)c(O)nc2n1CCCS2	9	7
Cc1ccc(C)n1Cc1ccc(C(=O)O)cc1	4	-2
CCCCn1c(SCC(=O)Nc2nnc(C(C)C)s2)nc2c1c(=O)n(C)c(=O)n2C	5	6

Looked up by compound from the entries so far (2):
SMILES	FXIIa inh	FXIa inh
Cc1nnc(NC(=O)c2ccc3c(c2)C(=O)N(CC2CCCO2)C3=O)s1 (stereo unspecified)	6	-5
CC1(C(=O)O)Cc2ccccc2C(=O)O1 (stereo unspecified)	1	8

(list continues)
SMILES	FXIIa inh	FXIa inh
Cc1c(C#N)c2ccccc2n1CC(=O)N1CCCc2ccccc21	11	3
O=C1c2ccccc2C(=O)N1CC1c2ccccc2CCN1C(=O)C1CCCCC1 (stereo unspecified)	6	12
O=C(Nc1nc2ccc(Cl)cc2s1)C1CCCO1 (stereo unspecified)	-16	24
COc1ccc2c(=O)cc(-c3ccccc3)n(C)c2c1	-13	105*
C=CCNC(=O)NC(=O)COC(=O)c1cccnc1SC	5	-11
O=C(NCc1ccc2c(c1)OCO2)C12CC3CC(CC(C3)C1)C2	3	-4
Cc1ccc(C)c(-c2csc(N)c2C(=O)OC(C)C)c1	5	-13
Cc1cc(=O)oc(C)c1C(=O)NCC(C)C	5	0
Cc1cc(Oc2ccccc2)nc(N2CCOCC2)n1	3	-1
O=S(=O)(c1ccc(Br)cc1)c1nc(-c2ccccc2)oc1NCc1cccnc1	6	3
O=C(Nc1ccc(Br)cc1)c1cnccn1	3	0
CN1C(=O)N(C)C2(c3ccccc3)Nn3c(s/c(=C/c4ccccc4F)c3=O)=NC12c1ccccc1 (stereo unspecified)	8	-6
c1ccc(N=C(c2cccs2)N2CCOCC2)cc1	4	-9
Cc1cc(=O)oc2cc(NC(=O)CCCC(=O)O)ccc12	-20	-1
Nc1ccc2c(c1)C(=O)N(CCCCCC(=O)O)C2	7	5
CCOC(=O)N1CCN(CC(=O)Nc2cc(C)nn2-c2nc3ccccc3s2)CC1	5	2
Cc1cc(NC(=O)c2ccc(N3C(=O)CCC3=O)cc2)no1	4	-4
COc1ccc(CCNC(=S)Nc2ccccc2C)cc1	6	3
CCOc1ccccc1NC(=O)C(=O)/C=C(\O)c1cc(OC)ccc1OC	-1	0
CC(=O)Nc1ccccc1-c1ccc(C)o1	-13	-11
COc1ccc(-c2nnc(SCC(=O)c3ccc4c(c3)OCCO4)o2)cc1	-2	-3
O=C(CSc1nc2c(cnn2-c2ccc(F)cc2)c(=O)[nH]1)N1CCCc2ccccc21	-15	1
COCCNC(=O)C(OC(=O)c1cc2oc(C)cc2n1C)C(C)C (stereo unspecified)	-12	29
O=C(Nc1ccc2c(c1)OCCO2)C1CCN(S(=O)(=O)c2ccc3c(c2)OCCO3)CC1	3	-11
O=C(NCc1cccs1)c1nn2cccnc2c1Cl	0	-2
Cc1nc(C)c(-c2csc(NCCc3ccccc3)n2)s1	7	2
COc1ccc(C2CC(c3c(-c4ccccc4)c4cc(Cl)ccc4[nH]c3=O)=NN2S(C)(=O)=O)cc1OC (stereo unspecified)	-11	22
CC1CC(=O)c2cnc(N3CCOCC3)nc2C1 (stereo unspecified)	-2	-8
C/C(=N/NC(=O)c1ccoc1C)C12CC3CC(CC(C3)C1)C2	10	-4
O=C(CCc1ccc(S(=O)(=O)NCCc2ccccc2)cc1)NCc1ccc2c(c1)OCO2	-6	16

Record cards (already shown). Order of screens: FXIIa inh | FXIa inh
Shown for `CCOc1ccc(/C=N/NC(=S)Nc2c(C)cccc2C)cc1` = 2 | -3
Shown for `N#Cc1c(SCc2cccc(Cl)c2)sc(C(=O)c2ccccc2)c1N` = 5 | -2
Shown for `CCN(CC)CCNC(=O)Cn1c(C)cc2ccccc2c1=O` = 7 | 9
Shown for `Cc1ccc2c(C)ccc(O)c2n1` = -9 | 18
Shown for `COc1ccc(-c2nnc(SCC(=O)c3ccc4c(c3)OCCO4)o2)cc1` = -2 | -3

Next results follow:
SMILES	FXIIa inh	FXIa inh
CC(=O)Nc1nonc1NC(=O)c1ccc(F)cc1	3	8
CCOc1ccc(OCCSc2nnnn2-c2ccccc2)cc1	2	-3
C=CCN1C(=O)/C(=C\c2cccs2)C(C(=O)OC)=C1C	11	-3
CCc1oc(C(=O)O)cc1COC	-16	-5
CNc1nc(C)c(C(C)=O)cc1C#N	-7	0
CCN(CC)S(=O)(=O)c1cc(NC(=O)C(=O)c2c(-c3ccccc3)cc3ccccn23)ccc1C	5	-3
COc1cccc(NC(=O)Cn2c(=O)n(CC3CCCO3)c(=O)c3ccccc32)c1 (stereo unspecified)	10	3
Cc1cc(=O)[nH]c(SCCCOc2ccccc2Cl)n1	8	-4
Cc1cc(NC(=O)COC(=O)[C@H](C)NC(=O)c2ccccc2)no1	5	1
COC(=O)CCc1c(C)nc(N)[nH]c1=O	-15	24
O=c1oc2ccccc2c2c1nc(C(F)(F)F)n2-c1ccccc1	5	-6
CSc1nsc(SCC(=O)Nc2ccccn2)n1	6	-2
Cc1cccc(CSc2nc3sc(C)c(C)c3c(=O)n2Cc2ccco2)c1	-12	15
COc1ccc(C(CC(=O)O)NC(=O)COc2ccc(C)cc2)cc1OC (stereo unspecified)	-9	18
Clc1ccc(Oc2cnns2)c(Cl)c1	0	-6
Cc1ccc(S(=O)(=O)N2CCN(C(=O)CCC(=O)NC3CCCc4ccccc43)CC2)cc1 (stereo unspecified)	3	1
COc1ccc2c(C)cc(N3CCOCC3)nc2c1	4	-2
O=C1c2ccccc2CN1CCNS(=O)(=O)c1ccc2ccccc2c1	8	-9
CCc1nnc(NC(=O)CSc2nnc(CNc3cccc(Cl)c3)n2CC)s1	8	-7
O=C1CC(c2ccc(F)cc2)Cc2nc(N3CCc4ccccc43)ncc21 (stereo unspecified)	-4	-10
S=C(c1cccs1)N1CCCC1	5	4
COc1ccccc1NC(=O)C(C)NS(=O)(=O)c1ccc(F)cc1 (stereo unspecified)	7	-1
COc1ccc(Cn2c(CCC(=O)Nc3ccc(C)cc3)nc3cccnc32)cc1	5	8
O=C1CCc2nc3ccccc3c(=O)n2N1	-13	-4
O=C(NCCN1CCOCC1)Nc1ccccc1	6	-6
CNC(=O)Nc1ccc(Cl)cc1	7	-8
CNC(=O)c1cc2c(=O)n3cccc(C)c3nc2n1C	-4	-1

The list is partial, so the mix of outcomes need not match the whole.
